MsrA inhibitor: inhibitors of bovine MsrA | purified bovine MsrA, absorbance read-out | 0.75% of 360,000 active | inhibition, % at 15.5 µM | AID 651718; in the data active = inhibition above about 4.5%;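 also: 0% = vehicle wells with enzyme and 100% = reference inhibitor wells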
FAS-TE inh: inhibitors of human fatty acid synthase thioesterase domain; P49327; recombinant FAS-TE, OMFH fluorogenic substrate, fluorescence endpoint; inhibition, % at 15 µM; 0.67% of 360,000 active; AID 602261;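 active = compounds whose normalised, plate-corrected inhibition of enzyme fluorescence in the single-dose primary screen is 50% or more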;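 also: 0% = DMSO with enzyme and 100% = substrate without enzyme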
Rin1 Abl inh: blocks binding of human Rin1 to Abl; P00519+Q13671; TR-FRET Rin1/Abl binding, biochemical; inhibition, % at 7.35 µM; 0.4% of 360,000 active; AID 588664; in the data active = inhibition above about 5%, passing the limit was not always enough
CSN deneddyl inh: CSN deneddylation inhibition | AID 651999 | Q92905 | inhibition, % at 12.5 µM | 0.38% of 360,000 active | Purified CSN, SCF-Nedd8-OG deneddylation, fluorescence polarization;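 active = pattern-corrected inhibition above about 35%, with an unprinted fluorescence ratio check between 0.5 and 1.5, limit read from the data, passing the limit was not always enough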;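 also: 0% = enzyme with substrate and 100% = substrate without enzyme; some results filed as inactive read as strong as hits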
Target sequence (Q92905 whole entry, looked up, one chain of several): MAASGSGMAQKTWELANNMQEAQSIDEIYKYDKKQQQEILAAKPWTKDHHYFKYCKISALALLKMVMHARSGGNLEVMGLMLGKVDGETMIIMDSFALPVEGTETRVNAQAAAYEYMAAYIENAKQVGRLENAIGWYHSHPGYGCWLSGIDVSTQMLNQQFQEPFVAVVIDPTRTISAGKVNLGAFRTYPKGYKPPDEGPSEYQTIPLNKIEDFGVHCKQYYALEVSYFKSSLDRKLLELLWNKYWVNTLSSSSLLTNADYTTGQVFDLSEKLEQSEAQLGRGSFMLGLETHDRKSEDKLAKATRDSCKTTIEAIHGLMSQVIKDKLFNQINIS
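Test system: Human Csn5 produced in HEK293T cells | Compound: 12.5 µM single point | Times: 90 min, room temperature | Signal: Fluorescence polarization readout | Read-out basis: % inhibition of substrate cleavage by Csn5 | Controls: no-enzyme wells high, enzyme-with-substrate wells low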
bovine MsrA act: activates bovine MsrA enzyme. purified bovine MsrA, absorbance read-out. activation, % at 10.6 µM. 0.3% of 360,000 active. AID 602163; in the data active = activation above about 7.5%;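 also: 0% = vehicle and 100% = reference activator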
Rpn11 block: blocks the human proteasome subunit Rpn11; O00487; human 26S proteasome, Ub4-pepOG fluorescence polarization; 20S core pre-blocked with epoxomicin; calls only at 20 µM; 0.59% of 360,000 active;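 active = inhibition at 20 µM, scaled to each plate's controls, above about 33%, limit read from the data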
MLLE-PAM2 inh: inhibitors of microRNA-mediated deadenylation, human PABP1 MLLE binding | P11940 | GST-MLLE / FITC-PAM2 fluorescence polarization | inhibition, % at 20 µM | 0.36% of 360,000 active; in the data active = inhibition above about 35%, passing the limit was not always enough;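 also: plate controls were DMSO wells with GST-MLLE for no effect and wells lacking GST-MLLE protein for full effect; some results filed as inactive read as strong as hits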
Target sequence (P11940 whole entry, looked up): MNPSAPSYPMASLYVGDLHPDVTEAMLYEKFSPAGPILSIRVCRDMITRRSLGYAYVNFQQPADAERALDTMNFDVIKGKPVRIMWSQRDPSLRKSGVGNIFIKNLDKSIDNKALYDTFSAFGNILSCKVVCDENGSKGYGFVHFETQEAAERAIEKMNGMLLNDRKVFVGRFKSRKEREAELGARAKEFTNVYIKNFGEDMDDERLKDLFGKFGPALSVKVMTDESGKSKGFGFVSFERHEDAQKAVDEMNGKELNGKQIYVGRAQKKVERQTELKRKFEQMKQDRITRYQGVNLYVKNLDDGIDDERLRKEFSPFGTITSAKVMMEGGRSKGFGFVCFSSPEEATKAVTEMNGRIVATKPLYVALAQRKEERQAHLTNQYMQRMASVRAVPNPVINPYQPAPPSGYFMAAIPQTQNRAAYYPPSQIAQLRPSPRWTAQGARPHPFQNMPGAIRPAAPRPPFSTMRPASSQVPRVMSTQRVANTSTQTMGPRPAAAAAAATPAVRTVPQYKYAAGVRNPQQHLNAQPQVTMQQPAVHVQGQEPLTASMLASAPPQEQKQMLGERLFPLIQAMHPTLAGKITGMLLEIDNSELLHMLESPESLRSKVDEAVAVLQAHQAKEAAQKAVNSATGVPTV
MT1-MMP act inh: inhibitors of human MT1-MMP activation; P50281; HT1080 RFP-PRO-GFP cells, GFP/RFP ratio fluorescence, overnight; percent of plate control window, DMSO zero; GFP/RFP ratio change, % at 20 µM; 0.061% of 360,000 active; AID 651647;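 active = GFP/RFP ratio change of at least 30% with cell ATP level not reduced by more than half and red fluorescence within 50% of control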; also: strong numbers were not always called active
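Assay system: RFP-PRO-GFP reporter HT1080 cells; read-out basis: GFP/RFP fluorescence ratio; benchmarks: DMSO wells and RFP-L50D-GFP cells; doses: 20 µM single dose, 1% DMSO; schedule: overnight cell settling, then overnight compound exposure, 37 °C, 5% CO2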
eLon inh: E. coli protease La inhibition; P0A9M0; AID 602123; inhibition, % at 7.94 µM; purified E. coli Lon protease, fluorescence polarization; 0.42% of 360,000 active; in the data active = inhibition above about 13%, passing the limit was not always enough;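 also: 0% = enzyme with probe and DMSO and 100% = no enzyme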
* hit, by the source's call; i = inactive. Outcome played no part in choosing rows, and some 3.7% of all compounds hit somewhere here.

SMILES	MsrA inhibitor	FAS-TE inh	Rin1 Abl inh	CSN deneddyl inh	bovine MsrA act	Rpn11 block	MLLE-PAM2 inh	MT1-MMP act inh	eLon inh
Cn1c(CNC(=O)c2ccccc2F)nnc1SCCOc1ccccc1	-1.2	-2	1	3	-2	i	10	1	2
CC1(C)CC(=O)c2cc(OCC(=O)NCCCN3CCN(c4ccccc4F)CC3)ccc2O1	-0.1	-5	2	-5	-4	i	-7	0	-7
CCOc1ccc(CCNC(=O)c2ccc(CS(=O)Cc3ccc(Cl)cc3)o2)cc1OCC (configuration not stated)	0.1	2	-3	-3	-2	i	-3	5	5
CCCC/S(CC1CC1(Cl)Cl)=N\S(=O)(=O)c1ccc(C)cc1 (configuration not stated)	0.5	-6	-2	-1	1	i	4	2	9
O=[N+]([O-])c1ccccc1NCCOc1ccccc1	-0.7	17	-2	-2	-6	i	2	5	6
Cc1ccc(-c2cc(N)nc(-c3ccccc3)c2)cc1	1.2	20	3	-3	-2	i	0	0	1
O=C(COc1ccc(S(=O)(=O)NC2CCCCC2)cc1)NC1CCCCC1	-0.4	0	-1	-4	-9	i	3	0	-8
O=C(/C=C/c1cccs1)N1CCN(c2ccccc2F)CC1	0.6	1	-2	-4	2	i	-13	-1	-5
FC(F)(F)c1cc(Oc2ccccc2Cl)nc(-c2ccccn2)n1	-0.1	3	-5	0	-2	i	-6	-5	1
CC(=O)C1=C(C)NC(SCC(=O)c2ccc(Cl)cc2)=C(C#N)C1CC(C)C (configuration not stated)	1.7	4	-2	0	0	i	-15	-1	-3
Cc1ccc(-c2nc(=S)c3c(n2CCN2CCOCC2)CC(C)(C)OC3)cc1	4.3	-9	-4	-2	-13	i	15	-6	-1
CCC(=O)N1CCN(c2ccc(NC(=S)NC(=O)c3ccc(OC)c([N+](=O)[O-])c3)cc2)CC1	0.6	8	1	7	-2	i	42*	2	4
COCCN(CC1CCCN(C2Cc3ccccc3C2)C1)C(=O)c1ccc(C(C)=O)cc1 (configuration not stated)	-0.1	-2	6	-3	-7	i	-6	-1	-3
CCC(C)NC(=O)CN1C(=O)C(CC)Sc2ccccc21 (configuration not stated)	-1.4	-6	-1	-1	-2	i	-6	-1	-1
CCCN(CCC)CC(C)(C)NS(=O)(=O)c1ccc(Cl)cc1	0.0	0	0	1	-4	i	-1	2	-1
COCC(=O)N(C)C[C@@H]1Oc2cc(Br)ccc2S(=O)(=O)N([C@H](C)CO)C[C@H]1C	0.1	-10	-2	5	-1	i	10	1	6
COc1cnc(-c2ccccn2)nc1N(C)C	1.4	-4	-6	-3	-4	i	-8	0	-5
O=c1ccncn1C1OC(CO)C(O)C1O (configuration not stated)	0.5	-6	3	3	-7	i	9	-4	-5
COc1ccc(NC(=O)c2cccnc2C(=O)O)c(OC)c1	2.6	-10	-1	4	-3	i	1	8	9
Cc1ccccc1C(=O)c1cccn1CC(=O)NC(C)c1ccc2c(c1)OCCO2 (configuration not stated)	0.5	5	3	5	-3	i	-2	-3	2

Arranged by the number under MLLE-PAM2 inh (high to low): three from the list above.
compound | MLLE-PAM2 inh
CCC(=O)N1CCN(c2ccc(NC(=S)NC(=O)c3ccc(OC)c([N+](=O)[O-])c3)cc2)CC1 | 42*
O=C(COc1ccc(S(=O)(=O)NC2CCCCC2)cc1)NC1CCCCC1 | 3
FC(F)(F)c1cc(Oc2ccccc2Cl)nc(-c2ccccn2)n1 | -6

(more compounds)
SMILES	MsrA inhibitor	FAS-TE inh	Rin1 Abl inh	CSN deneddyl inh	bovine MsrA act	Rpn11 block	MLLE-PAM2 inh	MT1-MMP act inh	eLon inh
O=C1C=CN2CCCCC2CC1 (configuration not stated)	-1.5	-12	0	-1	-1	i	9	-3	5
O=C1c2ccccc2C(Nc2ccc(Cl)cc2)N1CCN1CCOCC1 (configuration not stated)	-0.8	-1	1	-4	1	i	7	-3	-14
O=C1c2cccnc2C(=O)N1Cc1ccc(F)cc1	0.8	0	0	-7	-2	i	14	6	-7
CC(=O)Nc1ccc(S(=O)(=O)N(C)CC(=O)OCC(=O)NC(C)C23CC4CC(CC(C4)C2)C3)cc1 (configuration not stated)	-0.6	13	2	-10	-1	i	-29	2	-6
CN(c1ccccc1)S(=O)(=O)c1ccc(C(=O)NCc2ccc(F)cc2)cc1	-1.2	18	1	-3	0	i	-4	0	-1
Cc1cc(C(=O)OCC(=O)Nc2cc(S(=O)(=O)N(C)C)ccc2Cl)c2ccccc2n1	-0.2	-3	0	2	-9	i	9	0	-7
O=c1oc(/C=C/c2ccco2)nc2sc3c(c12)CCC3	0.4	14	0	42*	-4	i	4	-1	-5
COc1cccc(C(=O)/C=C/Nc2ccc(S(=O)(=O)Nc3nc(C)cc(C)n3)cc2)c1	3.1	-11	0	0	-3	i	-9	2	-24
CC(=O)Nc1ccc(NC(=O)c2ccccc2-n2cnnn2)cc1	-0.6	-8	0	0	0	i	-14	4	-1
FC(F)(F)c1nnc(-c2ccccc2)nc1Sc1ccccc1	-0.9	25	-2	4	-4	i	39	-6	-3
Cc1ccc(OCc2ccc(C(=O)Nc3nccs3)o2)cc1C	0.7	5	-4	9	-3	i	3	2	-3
CN(Cc1cn(C)nc1-c1ccccc1F)Cc1nccn1C	1.9	-2	-1	1	-4	i	-5	-3	4
Cn1ccnc1SCC(=O)Nc1ccc(Oc2ccccc2)cc1	-0.5	-10	5	-2	-5	i	-3	1	-4
COc1ccc(Cl)cc1C(=O)NCc1ccco1	1.6	-3	-1	-2	0	i	5	1	-5
COc1ccccc1CN(C(=O)c1ccco1)C(C(=O)NC1CCCC1)c1ccncc1 (configuration not stated)	0.1	-4	-2	1	-1	i	8	-6	0
COC(=O)C(NC=O)C(O)(Cc1ccccc1)C(F)(F)F (configuration not stated)	-1.8	-8	-1	-4	-11	i	-7	-1	-7
COc1cc(-c2ccc3oc(-c4ccsc4)c(C#CC4(O)CCCCC4)c3c2)cc(OC)c1OC	1.5	26	-2	6	-1	i	2	2	-6
CCc1ccc(NC(=S)NCC2CCCN2CC)cc1 (configuration not stated)	0.0	-2	0	4	-3	i	-8	-1	0
O=C(Nc1ccc(Cl)cc1F)C1CCN(S(=O)(=O)c2cccnc2)CC1	0.4	2	0	-1	-4	i	-3	-2	-5
C=CCn1c(SCc2nc3ccccc3[nH]2)nnc1-c1ccc(OC)cc1	-1.1	-4	5	4	-1	i	-65	3	0
Nc1nc2n(n1)C(c1cccs1)CC(c1ccccc1)N2 (configuration not stated)	0.4	-10	7	2	-14	i	31	-9	-4
CCOC(=O)N1CCN(C(=O)CSc2ccc(C(=O)OC)cc2[N+](=O)[O-])CC1	0.4	0	3	-1	-2	i	0	-5	-3
CCOC(=O)c1ccc(NC(=S)NCc2ccc(S(N)(=O)=O)cc2)cc1	0.1	-1	-3	2	-2	i	0	-4	-10
O=c1[nH][nH]cc1C=NCc1cccnc1	4.1	-5	-4	4	-2	i	2	2	-2
CC1(C(=O)Nc2ccccc2Br)CCN1C(=O)Cc1ccccc1Cl (configuration not stated)	-1.8	-1	-3	-4	-2	i	0	-1	-4
CC(C)(C)C(=O)Nc1cccc(C(=O)c2cccc(NC(=O)C(C)(C)C)c2)c1	-0.3	-10	0	2	-2	i	0	6	12
O=C(CN(Cc1ccc2c(c1)OCO2)C(=O)CSc1nc2ccccc2o1)NC1CCCCC1	-0.7	13	-2	-2	0	i	-2	4	-4
COc1cccc(NC(=O)CN(C)C(C)C(=O)Nc2ccc(S(=O)(=O)N3CCCC3)cc2)c1 (configuration not stated)	1.5	5	-1	-2	7	i	7	1	7
Cc1nc2ccc(S(=O)(=O)NCC(=O)N(C)Cc3ccccc3)cc2s1	-1.0	-3	4	0	-4	i	34	3	2
Cc1nc2c(cc(Oc3ccc(S(=O)(=O)N4CCOCC4)cn3)c3ccsc32)s1	-0.9	6	0	5	2	i	-4	-2	-2
COc1cccc(/C=N/NC(=S)NC2CC3CC2C2C=CCC32)c1O (configuration not stated)	3.1	5	-2	-2	-3	i	17	4	18
CCn1cc(S(=O)(=O)CC(=O)Nc2ccc3c(c2)OCO3)c2ccccc21	2.5	-3	-1	-5	-2	i	-5	1	-6
O=C(O)CSc1ccn(Cc2ccccc2)c1	-0.9	-5	-3	-5	-1	i	10	-5	-5
COc1ccc(CCN(Cc2cc3cccc(C)c3[nH]c2=O)C(=O)N2CCCC2)cc1OC	0.9	-8	2	2	-8	i	15	-6	-2
O=C(NCCCN1CCCC1)C1CCN(C(=O)c2cc3sccc3n2Cc2ccc(F)cc2)CC1	-0.3	-9	1	7	-3	i	2	-4	-3
COc1ccccc1CCC(=O)Nc1cccc(S(=O)(=O)N2CCCC2)c1	-0.8	8	-1	0	-3	i	-26	-1	4
COc1ccc(NC(=O)C2CCN(S(=O)(=O)c3ccc4c(c3)NC(=O)C(C)S4)CC2)cc1 (configuration not stated)	-0.3	5	4	-1	-3	i	2	-2	3

Quoted from the entries so far, 13 compounds:
SMILES	MsrA inhibitor	FAS-TE inh	Rin1 Abl inh	CSN deneddyl inh	bovine MsrA act	Rpn11 block	MLLE-PAM2 inh	MT1-MMP act inh	eLon inh
Nc1nc2n(n1)C(c1cccs1)CC(c1ccccc1)N2 (configuration not stated)	0.4	-10	7	2	-14	i	31	-9	-4
CCOC(=O)N1CCN(C(=O)CSc2ccc(C(=O)OC)cc2[N+](=O)[O-])CC1	0.4	0	3	-1	-2	i	0	-5	-3
CCOC(=O)c1ccc(NC(=S)NCc2ccc(S(N)(=O)=O)cc2)cc1	0.1	-1	-3	2	-2	i	0	-4	-10
O=c1[nH][nH]cc1C=NCc1cccnc1	4.1	-5	-4	4	-2	i	2	2	-2
CC1(C(=O)Nc2ccccc2Br)CCN1C(=O)Cc1ccccc1Cl (configuration not stated)	-1.8	-1	-3	-4	-2	i	0	-1	-4
CC(C)(C)C(=O)Nc1cccc(C(=O)c2cccc(NC(=O)C(C)(C)C)c2)c1	-0.3	-10	0	2	-2	i	0	6	12
O=C(CN(Cc1ccc2c(c1)OCO2)C(=O)CSc1nc2ccccc2o1)NC1CCCCC1	-0.7	13	-2	-2	0	i	-2	4	-4
COc1cccc(NC(=O)CN(C)C(C)C(=O)Nc2ccc(S(=O)(=O)N3CCCC3)cc2)c1 (configuration not stated)	1.5	5	-1	-2	7	i	7	1	7
Cc1nc2ccc(S(=O)(=O)NCC(=O)N(C)Cc3ccccc3)cc2s1	-1.0	-3	4	0	-4	i	34	3	2
Cc1nc2c(cc(Oc3ccc(S(=O)(=O)N4CCOCC4)cn3)c3ccsc32)s1	-0.9	6	0	5	2	i	-4	-2	-2
COc1cccc(/C=N/NC(=S)NC2CC3CC2C2C=CCC32)c1O (configuration not stated)	3.1	5	-2	-2	-3	i	17	4	18
CCn1cc(S(=O)(=O)CC(=O)Nc2ccc3c(c2)OCO3)c2ccccc21	2.5	-3	-1	-5	-2	i	-5	1	-6
O=C(O)CSc1ccn(Cc2ccccc2)c1	-0.9	-5	-3	-5	-1	i	10	-5	-5

Source: PubChem BioAssay (several laboratories)
